Source: PubChem
human PMI inhibition – inhibitors of human PMI, primary screen, biochemical, fluorescence intensity, coupled assay (AID 1209) | Mannose-6-phosphate isomerase (Homo sapiens) | purified PMI enzyme, coupled fluorescence intensity; higher % means a stronger effect | inhibition, % at 20 µM; hits with a dose series show IC50 in µM | actives 0.42% (n = 190,000);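 also: plate controls were DMSO vehicle for no effect and wells lacking substrate for full effect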
P. falciparum M17LAP – P. falciparum M17LAP inhibitors, primary screen, biochemical, fluorogenic H-Leu-NHMec substrate, 1536-well (AID 1619); Leucine aminopeptidase (Plasmodium falciparum (isolate 3D7)); recombinant M17LAP, H-Leu-NHMec fluorogenic kinetic assay; higher % means a stronger effect; inhibition, % at 30 µM, or IC50 in µM where a hit was titrated; actives 0.38% (n = 220,000);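 active = compound inhibiting the enzyme by more than half at any dose during confirmatory dose-response retesting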;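 also: plate controls were full reaction with DMSO carrier for no effect and no enzyme background for full effect; strong numbers were not always called active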
Lipid droplet – inhibitors of hepatocyte lipid droplet formation, primary screen, imaging, high-throughput imaging, BODIPY stain. AML12 mouse hepatocytes, oleate lipid droplets. inhibition, % at 6.5 µM. actives 0.4% (n = 240,000);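 active = lipid droplet intensity inhibited by at least 50%, with more than 500 cells counted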
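Assay system: AML12 mouse liver cells | Compound: 6.5 µM single-point dosing | Schedule: Overnight exposure | Technique: Fluorescence imaging, 20x objective, two fields per well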
SIAH1 antagonists – Siah-1 peptide-binding antagonists, primary screen, biochemical, fluorescence polarization, rhodamine-plectin, uHTS (AID 1817); E3 ubiquitin-protein ligase SIAH1 (Homo sapiens); Siah-1 / rhodamine-plectin peptide fluorescence polarization; higher % means a stronger effect; displacement, % at 20 µM, or IC50 in µM where a hit was titrated; actives 0.02% (n = 290,000);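 active = displacement of at least 50% at 20 µM, with a fluorescence ratio check between 0.3 and a set limit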;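 also: plate controls were Siah plus tracer with DMSO for no effect and tracer alone without Siah for full effect; strong numbers were not always called active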
TNAP activators – human TNAP enzyme activators, primary screen, biochemical, luminescent, no phosphate acceptor, uHTS (AID 1001); Alkaline phosphatase, tissue-nonspecific isozyme (Homo sapiens); purified TNAP, luminescent activation assay, no phosphate acceptor; higher activation fold means a stronger effect; one-dose activation fold at 20 µM; EC50 in µM for titrated hits; actives 0.03% (n = 200,000); in the data active = activation fold from about 3, or a potency from the dose series; inactive = the rest, 99 in 100 with activation fold below about 1.6; also: many of its hits are not listed in these tables
UTI89 phage lysis – inhibition of K1F phage lysis, E. coli UTI89, bacterial capsule biogenesis inhibitors, alamar blue (AID 488966); E. coli UTI89 K1F phage lysis, alamar blue, 2 h; higher % means a stronger effect; inhibition, % at 100 µM, or IC50 in µM where a hit was titrated; actives 0.02% (n = 340,000);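 active = phage lysis inhibition, versus mean bacterial control, above a set limit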;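 also: capsule biogenesis inhibitors block K1F phage lysis so surviving cells raise fluorescence; higher fluorescence means more inhibition of phage lysis; actives were called in the ten point dose series up to 300 µM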
M1AAP inhibition – P. falciparum M1AAP inhibitors, biochemical, fluorogenic H-Leu-NHMec substrate, 1536-well (AID 1445); Aminopeptidase N (Plasmodium falciparum (isolate 3D7)); recombinant M1AAP, H-Leu-NHMec fluorogenic kinetic assay; higher % means a stronger effect; inhibition, % at 30 µM, or IC50 in µM where a hit was titrated; actives 0.42% (n = 220,000);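 active = primary inhibition above the hit cutoff, then over 50% inhibition at one or more dose response concentrations, cut at about 23% in these data, passing the limit was not always enough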;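 also: plate controls were DMSO full reaction for no effect and no enzyme background for full effect; strong numbers were not always called active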
PMI inhibition – human PMI inhibitors, high substrate, primary screen, biochemical, fluorescence intensity, high mannose 6-phosphate (AID 1220). Mannose-6-phosphate isomerase (Homo sapiens). recombinant PMI enzyme, coupled fluorescence intensity; higher % means a stronger effect. one-dose inhibition, % at 20 µM; IC50 in µM for titrated hits. actives 0.66% (n = 190,000)
XIAP antagonists – XIAP antagonists, biochemical, IAP family, fluorescence polarization (AID 1018) | XIAP BIR domain, fluorescence polarization peptide displacement; higher % means a stronger effect | actives 0.007% (n = 200,000) | displacement, % at 20 µM, or IC50 in µM where a hit was titrated; in the data active = displacement above about 50%; also: a part of the inactive calls stands beside numbers as strong as those of hits
Lipid droplet cells 6.5 µM – also measured in Lipid droplet; calls as there; cell count; measured here: cell count, cytotoxicity flag;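 cells counted across two imaged fields per well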
* = called active by the depositor; / = no result given; [ ] = dose if it differs, or a comment. Rule as the data show it, unless noted: active = inhibition above about 50%; inactive = the rest. An unsorted share of the library; overall some 1.9% were active at least once.

SMILES	human PMI inhibition	P. falciparum M17LAP	Lipid droplet	Lipid droplet cells 6.5 µM	SIAH1 antagonists	TNAP activators	UTI89 phage lysis	M1AAP inhibition	PMI inhibition	XIAP antagonists
CN(C)c1nc(N)nc(-c2cccnc2)n1	0%	-8%	/	/	-3%	1.1	0.1%	4%	-4%	2.0%
COc1ccccc1NC(=S)N(C(C)C)C(C)c1ccccn1 (stereo not given)	-8%	11%	-50	695	4%	1	0.1%	6%	0%	-2.9%
CC(C)CC(=O)Nc1ccc(-c2nc3ccccc3c(=O)[nH]2)cc1	-2%	20%	0	652	5%	1.1	-1.5%	-3%	-2%	1.2%
Cc1ccc(-n2c(-c3cn(C)nc3C)n[nH]c2=S)cc1	-7%	-8%	0	730	7%	1	/	-6%	-3%	-1.7%
O=C(NNS(=O)(=O)c1ccccc1)c1csc(-c2cccnc2)n1	/	1%	-3	767	-3%	/	-0.3%	0%	/	/
COCCNC(=O)C(c1ccc(F)cc1)N(C(=O)CCC(=O)Nc1nccs1)c1cccc(C)c1 (stereo not given)	6%	2%	3	669	-4%	1.1	3.4%	5%	4%	-5.9%
Cc1cccc(NC(=O)CN(C)S(=O)(=O)c2ccc(Br)cc2)n1	2%	3%	4	719	-3%	1.1	6.2%	21%	3%	-4.6%
C=CCn1c(=O)c2ccccc2n2c(SCC(=O)NCCc3ccccc3)nnc12	9%	-7%	17	631	-1%	1.1	0.5%	-1%	9%	-5.8%
CC(C)OC(=O)C(C#N)c1nc2ccccc2nc1N1CCN(Cc2ccc3c(c2)OCO3)CC1 (stereo not given)	-7%	/	/	/	4%	1	/	/	17%	-3.3%
Cc1ccc(C(=O)NCCCCNC(=O)c2ccc(C)o2)o1	-3%	1%	9	831	-4%	1	1.3%	17%	-7%	-5.3%
CN1CCC(C(=O)N2CCCC(C(=O)c3ccc4c5c(cccc35)CC4)C2)CC1 (stereo not given)	4%	3%	8	691	3%	1	0.1%	5%	-5%	-3.7%
COc1ccc(CC(=O)NNC(=O)c2cccs2)cc1OC	3%	14%	3	720	18%	1.1	0.5%	11%	-1%	5.9%
CC(NC(=O)c1ccc(Cn2cc([N+](=O)[O-])cn2)o1)c1ccccc1 (stereo not given)	4%	-7%	/	/	1%	1.1	-0.8%	0%	14%	-2.1%
CCSc1nnc(CNC(=O)C23CC4CC(CC(C4)C2)C3)n1Cc1ccccc1	11%	5%	-2	650	-2%	1.1	1.1%	0%	2%	-5.7%
Cc1nn2c(-c3cccnc3)ccnc2c1-c1ccccc1	6%	-6%	18	719	8%	1.1	1.5%	4%	-5%	-0.1%
O=C(O)CSCC(=O)Nc1cc(C(F)(F)F)ccc1Cl	3%	36%	/	/	0%	1.1	2.3%	-1%	3%	1.3%
CCOC(=O)CSc1nc2ccc(NC(=O)CSc3nnnn3Cc3ccccc3)cc2s1	2%	-9%	-90	751	1%	1.1	0.1%	-2%	6%	15%
Cc1ccc(C(O)c2nccn2C)o1 (stereo not given)	-3%	6%	/	/	-1%	1.1	-0.1%	2%	20%	-2.3%
CCn1c(SCC(=O)NNC(=O)c2ccc(OC)cc2)nnc1-c1cccnc1	-4%	26%	-2	716	3%	1.2	-0.4%	6%	-7%	-7.1%
CCC(CC)C(=O)Nc1cc([N+](=O)[O-])ccc1Cl	9%	16%	-2	582	3%	0.9	3.5%[50 µM]	5%	-4%	-4.1%
CC1(C)C(c2ccccc2)=NC(c2ccc(F)cc2)N1O (stereo not given)	-23%	7%	/	/	0%	1.1	4.3%	11%	-13%	-10%
COc1cc(Nc2nnc(C)s2)c(Cl)cc1Cl	11%	-6%	/	/	-3%	1	3.5%	3%	7%	-2.6%
O=C(Nc1ccc(N2CCN(C(=O)c3ccco3)CC2)c(Cl)c1)c1cccnc1	3%	-3%	2	646	-2%	1.1	-0.1%	1%	2%	-3.7%
COc1cc2c(cc1OC)CN(C(=O)c1ccccc1C(=O)O)CC2	4%	-48%	/	/	5%	1.1	0.8%	2%	10%	4.2%
OC(CN1C2=NCCCN2c2ccccc21)c1ccc(Br)cc1 (stereo not given)	-2%	0%	-10	776	-3%	1	0.6%	-4%	-1%	-6.7%
CCOC(=O)c1sc(=NC(=O)CCS(=O)(=O)c2ccccc2)n(C)c1C	0%	2%	-1	687	7%	1.1	0.4%	0%	1%	-3.0%
O=C(O)c1nc2ccccc2nc1C(=O)O	-2%	2%	/	/	-4%	1.1	1.4%	8%	-18%	-7.2%
CC(=O)Nc1ccc(S(=O)(=O)Nc2cccc3[nH]ncc23)cc1	-4%	24%	10	687	-3%	1.1	-0.3%	14%	9%	-5.6%
CC1(C)CC(=O)C(C2NCCc3ccccc32)=C(O)C1 (stereo not given)	-6%	-4%	10	751	1%	1.1	1.8%	8%	-6%	-3.0%
C/C(=N\Nc1cc(C)nc(NCc2ccccc2)n1)c1ccc([N+](=O)[O-])cc1	/	-9%	15	696	0%	/	-0.6%	8%	/	/
COc1cccc(C(c2nnnn2CS(=O)(=O)c2ccc(C)cc2)N2CCN(C)CC2)c1OC (stereo not given)	-4%	0%	/	/	0%	1.1	0.9%	5%	-1%	-0.5%
Clc1cccc(-c2nnc(-c3ccccc3)o2)c1	5%	7%	-1	682	-2%	1.1	1.2%	7%	-2%	2.7%
Cc1nc2c(=O)[nH]c(=S)n(C)c2nc1C	46%	10%	1	710	0%	1	0.9%[50 µM]	7%	17%	-5.7%
O=C(Nc1cccc(Br)c1)c1ccn[nH]1	2%	-1%	/	/	-3%	1.6	0.7%	8%	-2%	-2.6%
COc1cc(OC)c(OC)cc1/C=C/C(=O)c1ccc(NS(=O)(=O)c2ccc(C)cc2)cc1	16%	10%	-2	536	0%	0.9	10%	7%	44%	1.6%
CC(C)(C)OC(=O)N1CCCN(C(=O)Nc2ccc(C(F)(F)F)cc2)CC1	/	-3%	-6	728	1%	/	/	0%	/	/
CCOC(=O)c1c(CN2CCOCC2)n(-c2ccccc2)c2cc(Br)c(OC)cc12	24%	2%	-18	745	1%	1	0.2%	5%	18%	-5.3%
CCOC(=O)Cc1csc(NC(=O)CSc2nc(N)c3c(C)c(C)sc3n2)n1	12%	6%	15	804	0%	1.1	-0.4%	2%	12%	-6.4%
O=C(CCn1c(=O)[nH]c2ccccc2c1=O)NCCCN1CCN(c2cccc(Cl)c2)CC1	5%	13%	/	/	1%	0.9	4.4%	1%	3%	-1.8%
FC(F)c1nc2ccccc2[nH]1	3%	0%	21	757	1%	1.1	0.0%	-4%	-3%	-7.8%
COc1ccc(/C=C/C(=O)OCC(=O)N2CC(=O)Nc3ccccc32)cc1S(=O)(=O)N1CCOCC1	4%	1%	6	622	2%	1.1	0.4%	2%	-2%	1.7%
Cc1cc(C(=O)C(=O)O)c(C)n1-c1ccc(Cl)cc1	-32%	15%	-12	490	-3%	1.1	0.1%	12%	-27%	-13%
CC(C)c1nc2ccccc2n1CCC(=O)O	1%	-5%	0	746	-1%	1.1	-0.2%	-4%	-4%	-10%
O=C(c1ccc(Cl)cc1)C1CCCN(C(=O)/C=C/c2ccccn2)C1 (stereo not given)	-2%	0%	1	718	-6%	1	0.4%	2%	-5%	-11%
Cc1nc(-c2cccc(S(=O)(=O)N3CCCCCC3)c2)cs1	9%	-1%	14	782	1%	1.1	-0.5%	0%	3%	-3.4%
Cc1cc(Cc2cc(C)c(N)cc2C)c(C)cc1N	-10%	-3%	2	629	-1%	1.1	0.6%	2%	5%	-9.9%
CC(=O)OCC1OC(n2ccc3ccccc32)C(OC(C)=O)C(OC(C)=O)C1OC(C)=O (stereo not given)	-1%	-8%	8	812	-1%	1	1.8%	15%	1%	-5.7%
c1ccc(Nc2ccc3c4c(cccc24)CC3)cc1	6%	8%	13	705	0%	1.1	0.3%	10%	18%	0.6%

4 compounds drawn at random from the list so far, as already listed:
SMILES	human PMI inhibition	P. falciparum M17LAP	Lipid droplet	Lipid droplet cells 6.5 µM	SIAH1 antagonists	TNAP activators	UTI89 phage lysis	M1AAP inhibition	PMI inhibition	XIAP antagonists
CC(=O)OCC1OC(n2ccc3ccccc32)C(OC(C)=O)C(OC(C)=O)C1OC(C)=O (stereo not given)	-1%	-8%	8	812	-1%	1	1.8%	15%	1%	-5.7%
Cc1cc(C(=O)C(=O)O)c(C)n1-c1ccc(Cl)cc1	-32%	15%	-12	490	-3%	1.1	0.1%	12%	-27%	-13%
Cc1cc(Cc2cc(C)c(N)cc2C)c(C)cc1N	-10%	-3%	2	629	-1%	1.1	0.6%	2%	5%	-9.9%
CCOC(=O)c1c(CN2CCOCC2)n(-c2ccccc2)c2cc(Br)c(OC)cc12	24%	2%	-18	745	1%	1	0.2%	5%	18%	-5.3%

(listing goes on)
SMILES	human PMI inhibition	P. falciparum M17LAP	Lipid droplet	Lipid droplet cells 6.5 µM	SIAH1 antagonists	TNAP activators	UTI89 phage lysis	M1AAP inhibition	PMI inhibition	XIAP antagonists
CCC(=O)NC(Nc1nc2ccc(C)cc2s1)(C(=O)OC)C(F)(F)F (stereo not given)	10%	-7%	12	808	1%	1.1	0.3%	-3%	4%	-4.2%
Cc1ccc(S(=O)(=O)N2CCCC2C(=O)Nc2nc3ccccc3s2)cc1 (stereo not given)	16%	6%	1	621	0%	1.1	8.2%	6%	18%	-3.7%
CCOC(=O)N1CCN(C(=O)c2ccc3c(SCC(=O)O)c4c(nc3c2)CCC4)CC1	6%	35%	/	/	4%	1.2	3.3%	-3%	3%	-4.8%
Cc1cc(C(=O)Nc2cnn(Cc3ccc(Cl)cc3Cl)c2)no1	2%	-9%	/	/	1%	1.1	-0.5%	10%	0%	-3.7%
COc1ccc(C2CC(c3ccccc3)=NN2C(=O)COC(=O)c2cccc(S(=O)(=O)N(C)C)c2)cc1 (stereo not given)	14%	9%	-13	709	3%	1.1	6.7%	-6%	5%	-9.7%
O=C(CC1S/C(=N/N=C/c2cccnc2)NC1=O)Nc1ccccc1 (stereo not given)	-12%	5%	-35	708	4%	1	0.1%	-9%	-12%	-3.2%
CC(=O)N[C@@H](Cc1c[nH]c2ccccc12)C(=O)OCC(=O)Nc1ccc(S(=O)(=O)N(C)C)cc1	-2%	4%	1	706	4%	1	1.8%	7%	6%	-6.8%
COc1cc(/C=N/NC(=O)C2COc3ccccc3O2)ccc1O (stereo not given)	/	-3%	/	/	4%	/	-0.1%	9%	/	/
